Screening results from PubChem.
RGS4 block: RGS4 inhibitors, primary screen, cell-based, HEK293 M3R inducible RGS4, calcium flux. Fluo-4 calcium flux; stronger effect = higher value; triggered by carbachol at its EC20. hit rate 0.45% among 310,000. B-score at 10 µM. Regulator of G-protein signaling 4 (Homo sapiens), P49798;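 active = B-score, a plate-corrected calcium signal, over three deviations above library mean, with baseline fluorescence within five deviations of library mean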;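 also: RGS4 expression induced by doxycycline in cells with stable M3 receptor; B-score is computed from the integrated fluorescence ratio over baseline after carbachol; higher B-score means a larger calcium signal and so more RGS4 inhibition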
Target sequence (P49798 whole entry, looked up): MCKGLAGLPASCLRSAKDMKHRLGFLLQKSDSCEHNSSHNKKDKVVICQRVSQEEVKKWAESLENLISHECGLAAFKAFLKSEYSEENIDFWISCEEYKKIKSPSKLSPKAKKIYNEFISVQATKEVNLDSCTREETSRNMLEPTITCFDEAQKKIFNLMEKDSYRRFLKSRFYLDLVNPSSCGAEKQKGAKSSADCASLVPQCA
PolyA inhibitor: polyadenylation inhibitors in yeast reporter cells, primary screen, luminescence, S. cerevisiae; calls only at 12 µM; S. cerevisiae SKY197-pL101 polyadenylation reporter, beta-gal luminescence; efflux-impaired pdr1/pdr3 knockout yeast; score 100 = 6 SD above DMSO; hit rate 0.02% among 300,000; AID 1875, 2009;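 active = lowest replicate activity score at least 50, where 100 means six control SD above control mean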;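 also: yeast exposed to compound for 9 h at 30 °C; higher score means more reporter readthrough which indicates perturbed polyadenylation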
KCNK9 inh: KCNK9 potassium channel inhibitors, primary screen, HEK293 cells, thallium flux; Potassium channel subfamily K member 9 (Homo sapiens), Q9NPC2; FluxOR thallium flux fluorescence; stronger effect = lower value; B-score at 10 µM; hit rate 1.2% among 310,000; AID 488922, 2010;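 active = ratio B-score over 3 SD below the library mean, with starting fluorescence within 5 SD of its mean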;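 also: negative B-score means less thallium flux so channel inhibition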
Target sequence (Q9NPC2 whole entry, looked up): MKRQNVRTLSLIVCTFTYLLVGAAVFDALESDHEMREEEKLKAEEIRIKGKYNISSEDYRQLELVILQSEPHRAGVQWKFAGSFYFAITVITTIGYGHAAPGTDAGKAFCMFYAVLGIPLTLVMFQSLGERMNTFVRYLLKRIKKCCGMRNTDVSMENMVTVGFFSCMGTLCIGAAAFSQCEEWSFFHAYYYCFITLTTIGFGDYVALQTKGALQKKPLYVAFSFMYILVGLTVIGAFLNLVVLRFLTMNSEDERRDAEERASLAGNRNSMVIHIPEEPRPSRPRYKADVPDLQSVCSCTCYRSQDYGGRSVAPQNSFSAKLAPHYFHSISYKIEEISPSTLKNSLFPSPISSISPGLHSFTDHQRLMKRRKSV
KCNQ1 pot: potentiators or activators of KCNQ1 channel, primary screen, cell-based, thallium flux, high-throughput; Potassium voltage-gated channel subfamily KQT member 1 (Homo sapiens), P51787; CHO-K1 KCNQ1, thallium flux FluxOR fluorescence; stronger effect = higher value; B-score at 10 µM; hit rate 0.35% among 310,000;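 active = fluorescence ratio B-score, a plate-corrected score, at least three library SD, with initial intensity B-score within 5 SD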
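System: Stable KCNQ1 CHO-K1 line | Incubation: 90 min dye loading and 20 min compound exposure, both at room temperature | Measure: Ratio B score | Medium: Assay buffer for compound exposure, DMSO matched across wells | Compound dosing: Single-concentration screen | Probe or stimulus: K+/Tl+ depolarizing stimulus | Measured by: Kinetic FluxOR fluorescence, 10 s baseline plus 110 s post-stimulus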
RGS4 pot: RGS4 potentiators or activators, primary screen, cell-based, HEK293 M3R inducible RGS4, calcium flux; carbachol calcium flux Fluo4; stronger effect = lower value; B-score at 10 µM; hit rate 0.92% among 310,000;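 active = B-score of the integrated calcium signal more than 4 SD below the library mean, with starting fluorescence not abnormally high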;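 also: negative B-score means reduced calcium response which marks RGS4 activation or potentiation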
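Detection: kinetic calcium fluorescence imaging with Fluo4-AM dye, 2 µM / Material: HEK293 cells with stable M3R and inducible RGS4 / Schedule: recording 10 s baseline at 1 Hz, 100 s post-agonist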
GSK3 alpha inh: blockers of GSK3A enzyme activity – biochemical, luminescence, cell-free homogeneous, HTS, primary screen. GSK-3 alpha kinase, ADP-Glo luminescence, 60 min. inhibition, % at 10 µM. Glycogen synthase kinase-3 alpha (Homo sapiens), P49840. hit rate 0.1% among 320,000;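 in the data active = inhibition above about 50%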;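 also: GST-tagged GSK-3 alpha with peptide substrate and 25 µM ATP; 0% = DMSO neutral wells and 100% = GW8510 positive control wells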
GSK3beta inhib: human GSK3beta kinase inhibitors, primary screen, biochemical, cell-free homogeneous, HTS. Glycogen synthase kinase-3 beta (Homo sapiens), P49841. hit rate 0.038% among 300,000. AID 2097, 2009. activity score (negative = inhibition), % at 10 µM. GST-GSK3beta kinase, ADP-Glo luminescence, 60 min; stronger effect = lower value;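 active = more than half of replicate wells score below -50%, meaning over 50% inhibition versus plate controls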;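 also: 0% = median DMSO wells and -100% = median GW8510 positive control wells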
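Assay system: GST-fused GSK3beta enzyme, cell-free / Medium: Tris pH 7.5 buffer with MgCl2, DTT, BSA, heparin / Also added: peptide substrate plus 25 µM ATP (final) / Compound: 10 µM single point / Timing: kinase reaction with compound 60 min at room temperature / Detection: ADP-Glo luminescence / Benchmarks: DMSO neutral wells and GW8510 at 20 µM as positive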
Dyrk1A ADPGlo: rat Dyrk1A kinase inhibitors, primary screen, biochemical, single point, plate reader | ADP-Glo luminescence, NFATc1 peptide | inhibition, % at 12.5 µM | hit rate 0.43% among 310,000 | AID 504441, 2011; in the data active = inhibition above about 50%;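 also: plate controls were vehicle with enzyme for no effect and no enzyme for full effect; many of its hits are not listed in these tables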
hERG rescue: hERG rescue from dofetilide block, primary screen, cell-based, CHO-hERG, FluxOR thallium flux, dofetilide IC70; dofetilide IC70 present; hit rate 0.51% among 310,000; Voltage-gated inwardly rectifying potassium channel KCNH2 (Homo sapiens), Q12809; activation (rescue from dofetilide block), less the hit threshold, % at 10 µM;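 active = activation above the mean of controls blocked by dofetilide plus 5 SD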;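 also: thallium influx through hERG after potassium depolarization seen as dye fluorescence rise; in these data hits start at about 4.7%; inactives centre near -7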
KCNQ1 block: inhibitors of human KCNQ1 channel, primary screen, cell-based, thallium flux, high-throughput; Potassium voltage-gated channel subfamily KQT member 1 (Homo sapiens), P51787; AID 2642, 2010; hit rate 1.3% among 310,000; B-score at 10 µM; CHO-K1 KCNQ1, FluxOR thallium flux fluorescence; stronger effect = higher value;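 active = compounds whose thallium flux B-score, printed positive for inhibition, exceeds three library SD while starting fluorescence stays within three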;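 also: channel opened by potassium depolarization with thallium stimulus after 20 min compound exposure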
KCNK3 inh: human KCNK3 channel inhibitors, primary screen, CHO cells, FluxOR thallium flux, B-score | B-score at 10 µM | hit rate 0.84% among 340,000 | Potassium channel subfamily K member 3 (Homo sapiens), O14649 | FluxOR fluorescence; stronger effect = lower value;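 active = B-score under library mean minus 4 SD, starting fluorescence ratio at most library mean plus 5 SD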;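 also: more negative B-score means stronger inhibition of thallium flux through KCNK3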
Target sequence (O14649 whole entry, looked up): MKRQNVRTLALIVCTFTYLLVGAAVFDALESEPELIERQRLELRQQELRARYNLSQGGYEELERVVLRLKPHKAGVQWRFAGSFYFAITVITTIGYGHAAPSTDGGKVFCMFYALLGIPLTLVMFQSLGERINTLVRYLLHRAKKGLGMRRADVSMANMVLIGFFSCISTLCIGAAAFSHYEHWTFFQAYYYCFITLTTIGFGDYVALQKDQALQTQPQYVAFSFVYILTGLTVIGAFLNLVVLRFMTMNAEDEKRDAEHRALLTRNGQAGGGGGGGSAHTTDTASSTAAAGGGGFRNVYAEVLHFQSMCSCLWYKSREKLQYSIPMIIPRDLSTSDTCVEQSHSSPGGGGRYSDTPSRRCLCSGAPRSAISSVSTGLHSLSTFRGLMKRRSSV
An asterisk follows results filed as active; i = inactive; . = not tested or not shown. A portion of the library (hit frequency here may not be typical).

No.	SMILES	RGS4 block	PolyA inhibitor	KCNK9 inh	KCNQ1 pot	RGS4 pot	GSK3 alpha inh	GSK3beta inhib	Dyrk1A ADPGlo	hERG rescue	KCNQ1 block	KCNK3 inh
1	CC1(C)CC(=O)C=C(Nc2cccc(F)c2)C1	i	i	i	i	i	-1	1	6	-10	i	i
2	CCC(C(=O)NCc1ccco1)n1nc(C)c2c(C)n(-c3ccc(C)cc3)nc2c1=O (stereo not drawn)	i	i	i	i	i	0	0	6	-6	i	i
3	O=C(Cn1nc(Cl)nc1Cl)c1ccc(F)cc1	i	i	i	i	i	3	1	-5	-2	i	i
4	CC(=O)C(C)Oc1ccc2c3c(c(=O)oc2c1)CCCC3 (stereo not drawn)	i	i	i	i	i	-1	2	9	-11	i	i
5	COc1ccccc1N(CC(O)CN(c1ccccc1)S(C)(=O)=O)S(=O)(=O)c1ccccc1 (stereo not drawn)	i	i	i	i	i	-3	6	8	-4	i	i
6	Cc1c(C(=O)O)sc2nc(/C=C/c3cccc(O)c3)[nH]c(=O)c12	i	i	i	i	i	17	-5	12	-6	i	i
7	Cc1c(Cl)c([N+](=O)[O-])nn1CCCC(=O)Nc1c(Cl)cccc1Cl	i	i	i	i	i	-2	2	-7	-9	i	i
8	Cc1cc(C)c(S(=O)(=O)N2CCCOC2CNC(=O)C(=O)NCCC2=CCCCC2)c(C)c1 (stereo not drawn)	i	i	i	i	i	1	-2	-3	-9	i	i
9	COC(=O)c1ccc2[nH]c([C@H](C)O)c([C@H](C)O)c2c1	i	i	i	i	i	1	1	8	-4	i	i
10	Cn1c(NCCO)nc2c1c(=O)n(Cc1ccc(F)cc1)c(=O)n2C	i	i	i	i	i	-2	4	-4	-7	i	i
11	Cc1ccnc(SC2CC(=O)N(c3ccc(F)cc3)C2=O)n1 (stereo not drawn)	i	i	i	i	i	-2	1	.	-7	i	i
12	Cc1cc(=O)oc2c(C(=O)/C=C/c3ccccc3)c(O)ccc12	i	i	i	i	i	-3	0	3	-6	i	i
13	O=C(Nc1ccc2ccccc2c1)c1ccccc1O	i	i	i	i	i	-1	-2	-1	1	i	i
14	N#CCc1nn(-c2ccc(Cl)cc2)c(N)c1C#N	i	i	i	i	i	0	-7	1	-4	i	i
15	O=C(Cc1ccc([N+](=O)[O-])cc1)N1N=C(c2ccncc2)CC1(O)C(F)(F)F (stereo not drawn)	i	i	i	i	i	-2	1	3	-7	i	i
16	Cc1nnc(NC(=O)C2CCN(C(=O)c3ccco3)CC2)s1	i	i	i	i	i	-2	-1	23	-6	i	i
17	CC(C)NC(=O)/C(C#N)=C\c1ccc(N(C)C)o1	i	i	-7*	i	i	-1	-2	12	-21	i	i
18	CCCCn1c(C)cc2cc(O)ccc21	i	.	i	i	i	0	-3	-2	-2	i	i
19	COc1ccc(-c2cc(C(F)F)n3ncc(C(=O)n4ccnc4C)c3n2)cc1	i	i	i	i	i	-3	0	2	-3	i	i
20	COC(=O)c1cccc(-n2c(C)cc(C=O)c2C)c1C	i	i	i	i	i	-5	-1	-5	-1	i	i
21	CC(C)(C)NC(=O)CN(C(=O)C(=O)Nc1ccc2c(c1)OCCO2)N1CCOCC1	i	i	i	i	i	-1	2	2	-1	i	i
22	COc1cc(/C=C/c2ccc3cccc(O)c3n2)cc(Cl)c1OC	i	i	i	i	i	1	0	5	-10	i	i
23	O=C(Nc1nnc(-c2ccccn2)o1)c1cccc(Br)c1	i	i	i	i	i	3	2	10	-6	i	i
24	O=C(NC(=S)NC1C2CC3CC(C2)CC1C3)C12CC3CC(CC(C3)C1)C2 (stereo not drawn)	i	i	i	i	i	0	-1	-4	-7	i	i
25	CCOC(=O)c1c(C)[nH]c(C)c1S(=O)(=O)NCC1CCN(Cc2cccc(Cl)c2)CC1	i	i	i	i	i	.	2	-2	-6	i	i
26	CCn1cc([N+](=O)[O-])c(C(=O)Nc2ccc(Br)cn2)n1	i	i	i	i	i	2	-4	3	-8	i	i
27	Cc1nc2ccc(NC(=O)c3cccnc3)cc2s1	i	i	i	i	i	2	.	1	-9	i	i
28	COC(=O)c1ccccc1NC(=O)C/C(C)=N/NC(=O)Cc1ccc(Cl)cc1	i	i	i	i	i	1	1	3	-6	i	i
29	CCCSc1nnc(-c2ccccc2NC(=O)CC)c(=O)[nH]1	i	i	i	i	i	-1	1	4	-6	i	i
30	O=C(CCS(=O)(=O)c1cccs1)N1CCCC1	i	i	i	i	i	0	2	-1	-4	i	i
31	COc1ccccc1OCCC(=O)OCC(=O)Nc1ccc(Br)cc1F	i	i	i	i	i	-1	5	.	-13	i	i
32	Cc1cc(NC(=O)C2CCN(C(=O)c3ccco3)CC2)ccc1Br	i	i	i	i	i	0	-2	10	-11	i	i
33	CCN(CC)C(=O)Cc1cc(C(=O)O)c2ccccc2n1	i	i	i	i	i	-3	4	.	-1	i	i
34	CCOC(=O)CNC(=S)N(CCCN1CCN(C)CC1)Cc1cccs1	i	i	i	i	i	-1	-2	0	-1	i	i
35	CCOC(=O)c1c(C)nc2sc3c(=O)n(-c4ccc(C(C)=O)cc4)cnc3c2c1-c1ccc(OC)cc1	i	i	i	i	i	9	1	1	-6	i	i
36	OC[C@H]1O[C@H](OC[C@H]2O[C@H](OC[C@H]3O[C@H](O[C@]4(CO)O[C@H](CO)[C@@H](O)[C@@H]4O)[C@H](O)[C@@H](O)[C@@H]3O)[C@H](O)[C@@H](O)[C@H]2O)[C@H](O)[C@@H](O)[C@H]1O	i	i	i	32*	i	-3	-2	-5	-3	i	i
37	CC(=O)Nc1cccc(N2C(=O)CCC2=O)c1	i	i	i	i	i	0	3	0	-8	i	i
38	O=S(=O)(Nc1ccncc1Cl)c1cc(Cl)ccc1Cl	i	i	i	i	i	2	3	-4	-10	i	i
39	CN(C)Cc1c(C(=O)N/N=C/c2ccccc2OCc2c(F)cccc2Cl)nnn1-c1nonc1N	i	i	i	i	i	42	-31	21	4	i	i
40	COc1ccc(CCn2c(C)cc(C(=O)COC(=O)c3ccc(NC(=O)CC#N)cc3)c2C)cc1	i	i	i	i	i	-2	0	-5	-17	i	i
41	COc1ccc(-c2cc(=O)oc3cc(OCC(=O)NCC4CCC(C(=O)O)CC4)ccc23)cc1 (stereo not drawn)	i	i	i	i	i	0	2	12	-3	i	i
42	CCOc1cc(C(=O)N2CCN(C/C=C/c3ccccc3)CC2)cc(OCC)c1OCC	i	i	i	i	i	-3	1	5	-4	i	i
43	CC(C(=O)O/N=C(\N)c1cccnc1)c1ccc([N+](=O)[O-])cc1 (stereo not drawn)	i	i	i	i	i	-1	-4	-3	-2	i	i
44	COc1ccc(CCN2CCCn3c2nc2c3c(=O)[nH]c(=O)n2C)cc1OC	i	i	i	i	i	2	-2	-3	-10	i	i
45	O=[N+]([O-])c1cccc(-c2nnc3cccc(Cl)n23)c1	i	i	i	i	i	-3	2	3	-5	i	i
46	CN(C)C(=O)N1CCC(C(=O)NCC2CCCO2)CC1 (stereo not drawn)	i	i	i	i	i	12	-5	34	2	i	i
47	Cn1nc(-c2ccc(NCCO)c([N+](=O)[O-])c2)c2ccccc2c1=O	i	i	i	i	i	-1	-5	6	-4	i	i
48	COCCN(C(=O)COC(=O)c1cc(C)n(-c2ccccc2)c1C)c1c(N)n(Cc2ccccc2)c(=O)[nH]c1=O	i	i	i	i	i	-3	-1	-5	-14	i	i
49	O=C(O)c1ccc(N/N=C/C=C/c2ccccc2[N+](=O)[O-])cc1	i	i	i	i	i	-2	0	9	-16	i	i
50	O=C(N/N=C/c1ccc(-c2cccc([N+](=O)[O-])c2)o1)c1cccs1	i	i	i	i	i	-3	1	0	-6	i	i

Remaining list, next part:
No.	SMILES	RGS4 block	PolyA inhibitor	KCNK9 inh	KCNQ1 pot	RGS4 pot	GSK3 alpha inh	GSK3beta inhib	Dyrk1A ADPGlo	hERG rescue	KCNQ1 block	KCNK3 inh
51	COc1ccc(N2CCN(C(=O)NC(=O)c3ccc(Cl)cc3)CC2)cc1	i	i	i	i	i	-1	1	5	-4	i	i
52	O=c1[nH]c(SCc2cccc(Cl)c2)nc2ccccc12	i	.	i	i	i	-1	1	-7	-2	i	i
53	Cc1ccc(C(=O)CSc2ccc(-c3cccnc3)nn2)cc1	i	i	i	i	i	1	1	6	-10	i	i
54	Cc1cc(Cl)ccc1NC(=S)NC(C)(C)C	i	i	i	i	i	-5	1	.	-13	i	i
55	CCCN1C(=O)c2ccccc2NC1c1ccc(OC)cc1OC (stereo not drawn)	i	i	i	i	i	2	-3	-7	-3	i	i
56	CCOC(=O)c1cc(CNC(=O)c2c(C)oc3c2CCCC3)c(C)o1	i	i	i	i	i	0	2	1	-6	i	i
57	COc1cccc(NC(=O)c2cccc(S(=O)(=O)N3CCN(Cc4ccccc4)CC3)c2)c1	i	i	i	i	i	-4	-2	17	-14	i	i
58	COCCCNC(=O)CSC1=Nc2ccccc2C2=NC(c3ccccc3)C(=O)N12 (stereo not drawn)	i	i	i	i	i	-4	6	-68	-4	i	i
59	Cc1cc(C)cc(NC(=S)NCc2cccs2)c1	i	i	i	i	i	1	-1	1	-6	i	i
